Assay outcomes from PubChem BioAssay.
3CLpro inhibitor – SARS-CoV 3CLpro protease inhibition; recombinant SARS-CoV 3CLpro, quenched FRET peptide cleavage; P0C6X7; inhibition, % at 6 µM; actives 0.14% (n = 290,000); in the data active means inhibition above about 12%
SSB-PriA inh – inhibitors of Klebsiella pneumoniae PriA binding to SSB C-terminal tail | actives 0.6% (n = 430,000) | inhibition, % at 33 µM | AlphaScreen SSBct-PriA binding, biotinylated peptide; in the data active means inhibition mostly above about 37%, no sharp cut-off; inactive means mostly below about 20%;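 further: plate controls were negative control peptide for no effect and reference peptide for full effect; strong numbers were not always called active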
VHR inh abs – DUSP3 (human) phosphatase inhibition; P51452; recombinant VHR phosphatase, pNPP absorbance; inhibition, % at 13.3 µM; actives 0.52% (n = 290,000); in the data active means inhibition above about 50%; further: some compounds called inactive have numbers as strong as hits
Target sequence (P51452 whole entry, looked up): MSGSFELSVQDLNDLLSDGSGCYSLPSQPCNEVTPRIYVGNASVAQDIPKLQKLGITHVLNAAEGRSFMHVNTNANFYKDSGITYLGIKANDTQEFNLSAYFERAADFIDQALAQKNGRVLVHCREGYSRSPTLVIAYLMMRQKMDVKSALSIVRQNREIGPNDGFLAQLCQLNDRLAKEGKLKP
Anthrax LF prot – blocks Bacillus anthracis lethal factor protease. inhibition, % at 10 µM. P15917. multiplex microsphere protease cleavage assay, LF. actives 0.12% (n = 360,000). AID 588501; in the data active means inhibition above about 30%; inconclusive means no clear call, values can overlap the other calls; further: plate controls were buffer without enzyme for full effect and enzyme alone for no effect
TcdB inh – blocks C. difficile toxin B glycohydrolase activity; actives 0.24% (n = 350,000); inhibition, % at 9.99 µM; TcdB glycohydrolase enzymatic assay, plate reader; P18177; in the data active means inhibition above about 10%
BH1578 lux ind – inducers of Vibrio cholerae quorum light production without autoinducers. V. cholerae BH1578 lux reporter, luminescence, 6 h. activation, % at 18.7 µM. actives 0.16% (n = 350,000). AID 588436; in the data active means activation mostly above about 9.7%, no sharp cut-off; inconclusive means no clear call, values can overlap the other calls; inactive means mostly below about 3.7%; further: not every result past the cut was called active; inactives centre near 0; reference of the scale not given here
PfHsp40 yeast – restores yeast growth despite PfHsp40 toxicity; S. cerevisiae expressing PfHsp40, growth rescue, ATP luminescence; growth rescue, % at 12.5 µM; actives 0.68% (n = 340,000); AID 504582; in the data active means growth rescue above about 28%, passing the limit was not always enough; inconclusive means no clear call, values can overlap the other calls;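 further: yeast W303a lacking pdr1 and pdr3 grown in galactose medium; growth measured after three days at 30 °C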
Rv3671c inh – inhibits the M. tuberculosis serine protease Rv3671c | AID 2606 | actives 0.048% (n = 320,000) | inhibition, % at 5.96 µM; in the data active means inhibition above about 38%;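 further: extracellular domain of Rv3671c used as enzyme; 0% = enzyme with DMSO and 100% = no enzyme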
Target sequence (P9WHR9 whole entry, looked up, the tested form may be a part): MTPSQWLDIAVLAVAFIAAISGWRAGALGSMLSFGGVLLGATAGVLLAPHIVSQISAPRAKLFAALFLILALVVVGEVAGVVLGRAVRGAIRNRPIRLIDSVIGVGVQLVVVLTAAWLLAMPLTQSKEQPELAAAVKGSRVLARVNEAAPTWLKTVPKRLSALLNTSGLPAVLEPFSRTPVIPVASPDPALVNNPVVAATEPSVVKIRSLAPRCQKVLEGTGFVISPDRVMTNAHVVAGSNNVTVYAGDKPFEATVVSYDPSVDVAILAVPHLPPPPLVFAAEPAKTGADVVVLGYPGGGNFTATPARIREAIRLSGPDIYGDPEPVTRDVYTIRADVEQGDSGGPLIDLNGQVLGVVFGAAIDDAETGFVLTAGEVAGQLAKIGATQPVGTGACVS
MazEF act – MazEF (E. coli) toxin RNase activation. P0AE70. FAM/BHQ RNA-DNA oligo cleavage fluorescence, 5 h. activation, % at 20 µM. actives 0.32% (n = 350,000); in the data active means activation above about 50%
Target sequence (P0AE70 whole entry, looked up): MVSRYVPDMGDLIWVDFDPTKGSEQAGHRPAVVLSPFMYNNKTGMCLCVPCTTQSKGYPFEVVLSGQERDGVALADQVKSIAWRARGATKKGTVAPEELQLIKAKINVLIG
Yp Topo-I inh – Y. pestis Topo-I inhibition via cleavage products | Y. pestis Topo-I cleavage product accumulation, plate reader | activity, % at 10 µM | actives 0.064% (n = 360,000); in the data active means activity above about 50%, passing the limit was not always enough; inconclusive means no clear call, values can overlap the other calls; further: inactives centre near 2
Active calls of the source: *; i = inactive; ? = inconclusive; . = not tested or not shown; & = joins results of further samples. These rows are one share of the data; the hit share may differ from the screen's.

Order of values – 3CLpro inhibitor	SSB-PriA inh	VHR inh abs	Anthrax LF prot	TcdB inh	BH1578 lux ind	PfHsp40 yeast	Rv3671c inh	MazEF act	Yp Topo-I inh
> COCCOC(=O)C1=C(C)NC(=O)NC1c1ccc(OC(=O)c2ccco2)c(OC)c1 (centres undefined)
  4	-10	8	-1	.	.	24	1	0	-2
> O=C(NCCC(=O)N1CCCC(C(F)(F)F)C1)c1ccccc1Cl (centres undefined)
  0	-3	5	0	-1.1	-1.0	0.6	-6	7	-2
> CCOc1ccc(CCNC(=O)C2CCC(=O)N2CCc2ccccc2)cc1OCC (centres undefined)
  6	-4	-12	-5	.	-0.4	0.8	6	-4	-1
> CCc1cc(Cn2nc(-c3ccccc3)cc2C(=O)NCc2cccc(Br)c2)on1
  .	-30	.	1	0.1	-3.0	0.3	-114	-6	14
> O=C(COC(=O)Cc1ccccc1F)Nc1ccc2c(c1)OCCO2
  0	-2	4	-1	-0.7	-0.1	-0.5	6	-1	-3
> Cc1nn(C)cc1/C=C/C(=O)c1cccs1
  -1	-4&-17	4	-6	.	-0.6	0.6	-5	5	4
> O=C(NC(=S)N1CC1)c1ccccc1
  .	.	.	-1	0.9	-9.1	.	.	2	5
> Cc1ccsc1C(=O)Nc1ccc(F)c([N+](=O)[O-])c1
  3	-3	-1	5	0.4	-0.3	2.5	2	7	0
> CN(C)S(=O)(=O)c1cc(C(=O)Nc2ccccc2C(=O)NC2CC2)ccc1Cl
  .	-3	.	-5	-0.7	i	1.7	-14	9	1
> Cc1ccc(/C=C/C(=O)N2CC(=O)Nc3ccccc32)o1
  1	-18	14	0	-1.4	-0.2	-1.4	1	-10	0
> O=C(Nc1ccc(Oc2cccnc2)cc1)C1CCN(Cc2ccc(F)cc2)CC1
  3	-15	2	6	1.4	i	3.9	-5	-1	4
> Cn1nc(C(F)(F)F)cc1-c1ccc(/C=C(\C#N)C(=O)c2ccccc2)s1
  4	-3	10	?	1.2	-0.5	-0.3	-1	782*	-4
> CCOCCCNC(=S)Nc1ccc2nc(N3CCN(CC)CC3)cc(C)c2c1
  -1	7	10	-19	1.9	i	1.5	-9	6	-3
> O=C(c1ccc(CS(=O)Cc2ccc(Cl)cc2)o1)N1CCN(c2ccccn2)CC1 (centres undefined)
  -3	9	20	0	0.3	0.9	-0.9	-4	0	27
> CCn1c(COc2ccc(=O)n(-c3ccccc3)n2)nnc1SC
  -4	8	24	-1	0.1	2.3	-0.1	-2	10	7
> O=c1c2ccccc2sn1-c1ccc(Cl)cc1Cl
  .	.	.	-5	-0.6	-0.7	.	.	-15	1
> O=C(NCC(=O)N(c1ccc2c(c1)OCO2)C(C(=O)NC1CCCC1)c1ccncc1)c1ccco1 (centres undefined)
  -2	-17	-5	-1	.	0.4	-1.6	3	1	4
> CC(=O)Nc1cccc(NC(=O)C2CC(=O)N(CCc3ccc(F)cc3)C2)c1 (centres undefined)
  0	-13	38	-2	0.9	-0.4	0.0	14	-10	0
> COc1ccc(OC)c(/C=N/NC(=O)CC(=O)NC2CCCCC2)c1
  -1	.	26	-3	2.2	-0.2	0.5	6	5	9
> Cc1cc(Cl)ccc1OCCCC(=O)Nc1cccc(-n2cnnn2)c1
  -4	-17	24	0	1.6	-0.2	1.0	-32	5	1
> Cc1nnc(SCC(=O)Nc2ccc(C(N)=O)cc2)n1-c1ccccc1
  -3	-17	41	-9	2.0	-0.2	-0.9	5	-4	2
> CC(C)C(Nc1ncnc2c1oc1ccccc12)C(=O)O (centres undefined)
  -7	-2	18	-4	4.3	-5.2	0.3	8	5	1
> CC1=C(C(=O)OCc2ccc(C)cc2)C(c2ccc(O)c([N+](=O)[O-])c2)NC(=O)N1 (centres undefined)
  -1	0	6	1	0.2	-0.3	0.7	0	-2	4
> CC(C)NC(=O)NC(=O)CSc1ccc(S(=O)(=O)N2CCCC2)cn1
  .	-18	.	-2	1.5	1.2	-1.7	-1	-4	2
> O=C(COc1cccc(Cl)c1Cl)Nc1ccc2c(c1)CCC2
  3	-4	-9	1	.	0.0	-0.4	0	-3	-2
> CC1(C)Oc2ccc(C(=O)Nc3ccccc3F)cc2N(CC(=O)N2CCOCC2)C1=O
  -2	2	3	0	0.6	i	-0.2	3	6	2
> CCOC(=O)NNc1ccc(C(F)(F)F)cn1
  1	-3	27	0	-0.2	-0.8	-1.1	7	-3	-2
> COc1cccc2oc3cc(C#Cc4ccccn4)ccc3c(=O)c12
  4	-3	13	.	-3.2	.	.	-26	8	.
> COc1ccc(C2C(C#N)=C(N)Oc3c2ccc2cccnc32)cc1OC (centres undefined)
  1	7	0	2	0.6	i	1.1	1	13	0
> CC(C)(C)c1ccc(C(=O)N/C(=C\c2ccco2)C(=O)Nc2ccccc2C(=O)O)cc1
  -4	4	17	-13	-2.2	i	3.0	6	-5	1

Retrieved by compound from the entries so far:
Order of values – 3CLpro inhibitor	SSB-PriA inh	VHR inh abs	Anthrax LF prot	TcdB inh	BH1578 lux ind	PfHsp40 yeast	Rv3671c inh	MazEF act	Yp Topo-I inh
> Cc1nn(C)cc1/C=C/C(=O)c1cccs1
  -1	-4&-17	4	-6	.	-0.6	0.6	-5	5	4
> Cc1nnc(SCC(=O)Nc2ccc(C(N)=O)cc2)n1-c1ccccc1
  -3	-17	41	-9	2.0	-0.2	-0.9	5	-4	2

New compounds follow:
Order of values – 3CLpro inhibitor	SSB-PriA inh	VHR inh abs	Anthrax LF prot	TcdB inh	BH1578 lux ind	PfHsp40 yeast	Rv3671c inh	MazEF act	Yp Topo-I inh
> CCOC(=O)C1C(C)=CC(=O)CC1c1ccco1 (centres undefined)
  2	-18	6	-2	.	i	-0.3	2	-15	-2
> O=C(NCCc1ccccc1F)C1CCCN(c2nc3ccccc3s2)C1 (centres undefined)
  3	-6	12	-5	0.2	i	-1.2	3	6	30
> CCOc1ccccc1NC(=O)CCn1cccc1
  5	0	-17	-5	-0.5	-0.2	-1.1	3	-11	-5
> CC1CCCN(C(=S)Nc2ccc(F)cc2)C1 (centres undefined)
  1	-10	-12	-1	12*	0.3	0.7	-11	-1	3
> COC(=O)c1ccc(CN2CCCC(C(=O)Nc3cccc(-n4cccn4)c3)C2)cc1 (centres undefined)
  -7	3	52*	-2	0.8	-0.2	-0.7	-5	-10	13
> Cc1c(-n2c(O)c(C3=c4ccccc4=NC3=O)sc2=S)c(=O)n(-c2ccccc2)n1C
  -1	1	15	-2	18*	i	-0.4	1	10	1
> Nc1nc(Nc2ccccc2)sc1C(=O)c1ccccc1
  2	35	12	-3	1.3	-0.6	?	2	-3	-13
> Cc1cc(C)c2c(c1)/C(=N/NS(=O)(=O)c1ccc(Br)cc1)CCC2
  4	.	31	-1	.	-0.7	2.5	-11	-19	34
> Cn1cc(/C=N/NC(=O)c2cc3cc(Br)ccc3o2)c2ccccc21
  1	i	33	-8	0.2	-0.5	.	-5	-11	4
> CC(=O)N1CCN(C(=O)CNC(=O)c2ccc(C)s2)CC1
  .	-9	.	1	-2.7	-1.8	1.0	.	5	10
> COc1nc(OCCNC(=O)Nc2ccccc2)nc(N(C)C)n1
  -3	1	-3	-6	.	-2.1	-0.5	-7	-6	-2
> Cc1ccc(S(=O)(=O)CC(O)CN2CCCC2=O)cc1 (centres undefined)
  5	-20	27	4	.	.	-0.8	10	1	8
> CC(OC(=O)c1ccc(O)cc1)C(=O)Nc1ccc(Oc2ccccc2)cc1 (centres undefined)
  .	-2	.	2	0.9	-1.1	-0.2	7	-47	-6
> C=CCn1c(CNC(=O)c2ccco2)nnc1SCC(=O)Nc1cccc(Br)c1
  0	-8	34	0	.	-0.2	1.7	-5	5	0
> O=C(Cn1nnc(-c2ccccc2)n1)NCc1ccco1
  -2	-2	24	3	.	i	1.0	6	2	3
> O=c1c2ccccc2cnn1Cc1n[nH]c(=S)n1-c1ccccc1Cl
  1	0	2	2	0.2	-0.3	-0.3	10	-3	-2
> CN1CCN(CCOc2ccc(Cl)c(Cl)c2)CC1
  5	-3	-1	0	.	-1.7	-1.7	2	-2	-6
> CC1CCc2c(sc3[nH]c(=S)n(C)c(=O)c23)C1 (centres undefined)
  2	-2	-9	-15	1.2	i	1.3	-8	0	-1
> CC(=O)Nc1ccc(NC(=O)C(=O)NCC(c2ccco2)N2CCc3ccccc32)cc1 (centres undefined)
  .	-1	.	-2	-1.3	i	-0.6	-3	-3	-4
> COc1cc(/C=N/NC(=O)c2ccccn2)ccc1OC(=O)c1cccs1
  3	.	20	.	-0.2	-0.4	-0.9	-5	4	24
> Cc1nc2ccc(S(=O)(=O)NC(CC(C)C)C(=O)O)cc2s1 (centres undefined)
  -3	-10	17	0	.	i	0.1	6	3	2
> COc1ccc(OC(C)C(=O)Nc2ccc([N+](=O)[O-])cc2)cc1 (centres undefined)
  -8	12	13	0	0.8	1.3	1.3	-10	5	3
> CC(C)NC(=O)N(C)C[C@H]1OCCCC[C@H](C)Oc2ccc(NC(=O)NC3CCCCC3)cc2C(=O)N([C@H](C)CO)C[C@@H]1C
  .	.	.	-1	4.6&-0.1&0.0	-2.1	.	.	1	19
> CN(CC(=O)Nc1ccc(C#N)cc1)Cc1ccc(Cl)cc1Cl
  1	-8	26	-1	.	3.0	1.0	-14	3	27
> C=Cc1cccc(NC(=O)COc2ccccc2)c1
  3	-26	21	.	.	0.9	2.8	-2	-4	4
> CNC[C@@H]1OCc2ccccc2-c2ccccc2C(=O)N([C@@H](C)CO)C[C@@H]1C
  .	.	.	-2	-1.7&-1.2	-4.5	.	.	5	12
> COc1ccc(N(Cc2ccc(N(C)C)cc2)C(=O)c2ccc(S(C)(=O)=O)cc2)cc1
  0	28	12	-7	0.0	i	0.4	-12	4	36
> COc1ccc(NC(=O)c2cc(C(=O)Nc3ccc(OC)cc3OC)cc([N+](=O)[O-])c2)c(OC)c1
  -5	6	-70	-3	0.8	i	-0.1	-3	5	-3
> Nc1nc(SCC(=O)Nc2ccc(OC(F)(F)F)cc2)[nH]c(=O)c1NC(=O)c1ccc(Br)o1
  7	-2&-8	-9	-7	-16	0.5	-0.8	-67	2	0
> Cc1ccc2cccc(S(=O)(=O)N3CCN(c4ccccc4F)CC3)c2n1
  5	8	0	-1	0.8	0.3	1.5	-10	-1	2
> CC(c1ccco1)N(Cc1ccco1)C(=O)Nc1ccccc1 (centres undefined)
  4	-1	15	-7	.	i	-0.2	-2	-2	5
> CCOc1cc(CNCc2ccccn2)ccc1OCC(=O)NC(C)(C)C
  4	5	14	-2	.	-0.2	0.3	-4	-8	0
> COc1ccccc1CNC(=O)CCS(=O)(=O)c1ccc2c(c1)CCCN2C(C)=O
  -4	-5	12	-2	.	i	0.8	3	1	-9
> CCSc1nsc(NC(=O)Nc2ccccc2F)n1
  3	-6	-2	-8	-0.5	i	2.4	-8	9	0
> COc1cc(/C=N/NC(=O)CCNC(=O)c2ccccc2Cl)ccc1O
  4	.	2	-3	-2.8	-0.3	-1.0	0	1	-4
> C/C(CC(=O)Nc1cccc(Cl)c1C)=N\NC(=O)C(=O)NCC(C)C
  2	.	-2	1	.	-0.5	-0.3	2	-6	-7
> CC(NC(=O)NC12CC3CC(CC(C3)C1)C2)C1CCCO1 (centres undefined)
  2	-8	-13	0	.	i	0.5	3	11	7
> CS(=O)(=O)c1cc(C(=O)O)cc(NCc2ccccc2)c1Oc1ccccc1
  .	.	.	-5	6.0	-0.6	.	.	4	5
> COc1ccc(-c2cc3nc(C)cc(N4CC(C)CC(C)C4)n3n2)cc1 (centres undefined)
  0	-6	0	-3	.	-0.7	-0.3	3	-4	19
> CSc1nnc(C)c(=O)n1COC(=O)COc1ccc2ccccc2c1
  1	-15	21	0	.	-0.2	-2.0	-5	1	14
